OX1R antag-1 – antagonists of human orexin 1 receptor (OX1R); OX1R-expressing cells, FRET antagonist read-out; AID 485270; O43613; inhibition, % at 6.6 µM; hit rate 1.8% among 330,000; in the data active means inhibition mostly above about 38%, no sharp cut-off; inactive means mostly below about 40%;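 further: 0% = agonist challenge alone and 100% = reference antagonist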
Target sequence (O43613 whole entry, looked up): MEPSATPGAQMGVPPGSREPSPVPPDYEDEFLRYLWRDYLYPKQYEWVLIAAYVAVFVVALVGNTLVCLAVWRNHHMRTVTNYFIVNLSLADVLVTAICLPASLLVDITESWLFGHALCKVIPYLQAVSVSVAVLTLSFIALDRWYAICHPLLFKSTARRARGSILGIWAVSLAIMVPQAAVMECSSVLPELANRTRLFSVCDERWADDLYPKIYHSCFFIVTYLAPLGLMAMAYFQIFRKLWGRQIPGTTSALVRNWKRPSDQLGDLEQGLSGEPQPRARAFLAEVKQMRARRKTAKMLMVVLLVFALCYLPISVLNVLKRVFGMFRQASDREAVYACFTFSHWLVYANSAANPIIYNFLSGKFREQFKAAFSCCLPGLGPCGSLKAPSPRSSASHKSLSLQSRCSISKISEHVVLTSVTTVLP
OX1R antag-2 – antagonists of human orexin 1 receptor; CHO/OX1R cells, Fluo-8 calcium fluorescence, orexin A; inhibition, % at 5 µM; hit rate 0.43% among 330,000; AID 434989;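 active means inhibition above its plate's threshold, mean inhibition of all tested compounds on the plate plus 3 SD, cut at about 37% in these data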;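 further: 0% = orexin A challenge wells and 100% = SB-334867-A antagonist wells; not every result past the cut was called active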
* marks the source's active call; other numbers are inactive results.

Start of the listing, in advance, 3 compounds:
Results for O=C(CNc1ccccc1)N/N=C/c1c(O)ccc2ccccc12 ?
OX1R antag-1: 10.0; OX1R antag-2: -23.7

How did CCN(CC)C(=O)CSc1nc2sc3c(c2c(=O)n1CCCOC)CCC3 do in these assays?
OX1R antag-1: 10.2; OX1R antag-2: -21.3

How did COc1ccc(N2CCN(C3CCCN(S(=O)(=O)c4ccccc4)C3)CC2)cc1 (configuration not stated) do in these assays?
OX1R antag-1: 5.6; OX1R antag-2: -18.0

The list itself, from the first entry:
Results for O=C(CNc1ccccc1)N/N=C/c1c(O)ccc2ccccc12 ?
OX1R antag-1: 10.0; OX1R antag-2: -23.7

How did CCN(CC)C(=O)CSc1nc2sc3c(c2c(=O)n1CCCOC)CCC3 do in these assays?
OX1R antag-1: 10.2; OX1R antag-2: -21.3

How did COc1ccc(N2CCN(C3CCCN(S(=O)(=O)c4ccccc4)C3)CC2)cc1 (configuration not stated) do in these assays?
OX1R antag-1: 5.6; OX1R antag-2: -18.0

Results for COc1ccc(CN(C)C(=O)C2CCN(C(=O)Nc3ccccc3)CC2)cc1 ?
OX1R antag-1: 19.3; OX1R antag-2: -5.7

How did C/C(=N\NC(=O)c1ccc(N2CCCC2=O)cc1)c1ccc(O)cc1O do in these assays?
OX1R antag-1: 4.5; OX1R antag-2: -0.8

Results for Cc1ccc(S(=O)(=O)c2c(C)nn(C(C)(C)C)c2OC(=O)CC(C)C)cc1 ?
OX1R antag-1: 16.0; OX1R antag-2: -12.1

What do the screens show for `CCCCN(CCCNC(=O)c1c(C)cc(=O)oc1C)c1ccccc1`?
OX1R antag-1: 7.6; OX1R antag-2: -23.9

What do the screens show for `Cc1ccc(C2=N/C(=C\c3cccnc3)C(=O)O2)cc1`?
OX1R antag-1: 0.3; OX1R antag-2: -1.2

Results for COc1ccc(C(=O)NC2CCN(C(=O)NC3CCCCC3)CC2)cc1 ?
OX1R antag-1: -3.2; OX1R antag-2: -24.2

What do the screens show for `Fc1ccccc1NC(=S)Nn1cnnc1`?
OX1R antag-1: 31.4; OX1R antag-2: 9.7

How did C[C@H](NC(N)=O)C(=O)Nc1ccc(N2CCOCC2)c(S(=O)(=O)Nc2ccc(Cl)cc2)c1 do in these assays?
OX1R antag-1: -0.9; OX1R antag-2: 1.7

What do the screens show for `Cc1ccc(S(=O)(=O)N[C@@H](C)C(=O)OCC(=O)N2c3ccccc3NC(=O)C2(C)C)cc1`?
OX1R antag-1: 6.4; OX1R antag-2: 4.5

What do the screens show for `Cc1nnc(-c2ccc(Cl)cc2)nc1NCCN(C)C`?
OX1R antag-1: 0.6; OX1R antag-2: -2.8

How did COc1ccc(CNC(=O)Oc2ccccc2)cc1Cl do in these assays?
OX1R antag-1: 11.2; OX1R antag-2: -22.1

Results for CCCS(=O)(=O)N1CCC(C(=O)NCCCN(C)Cc2ccccc2)CC1 ?
OX1R antag-1: 16.4; OX1R antag-2: -1.2

As a short view, six of the compounds above:
How did COc1ccc(N2CCN(C3CCCN(S(=O)(=O)c4ccccc4)C3)CC2)cc1 (configuration not stated) do in these assays?
OX1R antag-1: 5.6; OX1R antag-2: -18.0

Results for COc1ccc(CN(C)C(=O)C2CCN(C(=O)Nc3ccccc3)CC2)cc1 ?
OX1R antag-1: 19.3; OX1R antag-2: -5.7

How did C/C(=N\NC(=O)c1ccc(N2CCCC2=O)cc1)c1ccc(O)cc1O do in these assays?
OX1R antag-1: 4.5; OX1R antag-2: -0.8

Results for Cc1ccc(S(=O)(=O)c2c(C)nn(C(C)(C)C)c2OC(=O)CC(C)C)cc1 ?
OX1R antag-1: 16.0; OX1R antag-2: -12.1

What do the screens show for `CCCCN(CCCNC(=O)c1c(C)cc(=O)oc1C)c1ccccc1`?
OX1R antag-1: 7.6; OX1R antag-2: -23.9

What do the screens show for `Cc1ccc(C2=N/C(=C\c3cccnc3)C(=O)O2)cc1`?
OX1R antag-1: 0.3; OX1R antag-2: -1.2

(cont.)
What do the screens show for `O=C(CCCCCn1c(=O)[nH]c2ccsc2c1=O)NCc1cccs1`?
OX1R antag-1: 3.0; OX1R antag-2: -18.7

Results for CO/N=C(/c1nonc1N)N1CCN(c2ccc([N+](=O)[O-])cc2)CC1 ?
OX1R antag-1: 25.0; OX1R antag-2: -18.1

How did CN1CCN(S(=O)(=O)c2cccc(C(=O)Oc3ccc(Br)cc3F)c2)CC1 do in these assays?
OX1R antag-1: -2.9; OX1R antag-2: -14.7

Results for CCOP(=O)(OCC)C(Nc1ccc(C)cc1)c1ccco1 (configuration not stated) ?
OX1R antag-1: 19.8; OX1R antag-2: -17.9

How did CCc1ccccc1NC(=O)COC(=O)C1C2CC3OC(=O)C1C3C2 (configuration not stated) do in these assays?
OX1R antag-1: 2.9; OX1R antag-2: 0.6

What do the screens show for `CCC(/C=C1\Sc2ccc(OC)cc2N1CC)=C\c1sc2ccc(OC)cc2[n+]1CCCS(=O)(=O)[O-]`?
OX1R antag-1: 12.6; OX1R antag-2: -21.0

What do the screens show for `Cn1c(SCC(=O)Nc2ccc(F)cc2)nc2c(c1=O)SCC2`?
OX1R antag-1: 8.9; OX1R antag-2: -15.8

How did Cc1cccc(C)c1NC(=O)CCCSc1nnnn1C do in these assays?
OX1R antag-1: 19.6; OX1R antag-2: -14.8

What do the screens show for `COc1ccccc1CCNC(=O)CSc1nc(-c2ccco2)cc(C(F)(F)F)n1`?
OX1R antag-1: 5.7; OX1R antag-2: -16.4

Results for COc1cc(/C=C2\CCn3c2nc2cc(C(=O)O)ccc2c3=O)ccc1OC(F)F ?
OX1R antag-1: 9.8; OX1R antag-2: -19.5

How did COc1ccccc1NC(=O)Cc1cccs1 do in these assays?
OX1R antag-1: 14.1; OX1R antag-2: -8.9

Results for CC(Sc1ccccc1)C(=O)NN=C1CCCCCCC1 (configuration not stated) ?
OX1R antag-1: 18.1; OX1R antag-2: -17.5

How did COc1cccc(NC(=O)COC(=O)c2ccccc2F)c1 do in these assays?
OX1R antag-1: 24.2; OX1R antag-2: -7.3

How did O=C(c1ccc([N+](=O)[O-])cc1)N1CCN(C(=O)C2CCCCC2)CC1 do in these assays?
OX1R antag-1: 36.9; OX1R antag-2: 0.6

How did CCOC(=O)Cc1csc(NC(=S)NC(=O)c2ccccc2)n1 do in these assays?
OX1R antag-1: 15.0; OX1R antag-2: -12.2

Results for CC(C)c1ccc(N(C(=O)C(F)(F)F)C(C(=O)NC2CCCCC2)c2ccncc2)cc1 (configuration not stated) ?
OX1R antag-1: 29.9; OX1R antag-2: -19.9

Results for O=C1C2C3CCCC3=C3CCCC3C2C(=O)N1c1ccccc1 (configuration not stated) ?
OX1R antag-1: 18.4; OX1R antag-2: -11.4

Results for O=C(NCCC(=O)N1CCc2ccccc21)c1ccco1 ?
OX1R antag-1: 13.3; OX1R antag-2: -5.3

Results for COc1ccc(Cl)cc1NC(=O)CSc1sc2c(O)cc(=O)[nH]c2c1C#N ?
OX1R antag-1: 12.8; OX1R antag-2: -0.3

How did O=C(CSc1nnc(-c2ccccc2)n1-c1ccc(Cl)cc1)NC1CCS(=O)(=O)C1 (configuration not stated) do in these assays?
OX1R antag-1: 15.4; OX1R antag-2: -17.9

How did CCN1CCN(Cc2ccc(NC(=O)c3ccc(C)c(NC(=O)c4nccnc4N)c3)cc2C(F)(F)F)CC1 do in these assays?
OX1R antag-1: 41.2; OX1R antag-2: -10.8

Results for CN(CC(=O)Nc1ccc(N2CCOCC2)cc1)C(=O)CCCOc1ccc(Cl)cc1Cl ?
OX1R antag-1: 11.9; OX1R antag-2: -17.2

Results for CCOC(=O)n1cc(-c2cnc(CNC(=O)C(C)(c3ccccc3)c3ccccc3)o2)c2ccccc21 ?
OX1R antag-1: 5.5; OX1R antag-2: -32.3

What do the screens show for `CCC1C(=O)N=C(SCC(=O)NC2CCCCC2)NC1=O` (configuration not stated)?
OX1R antag-1: 1.1; OX1R antag-2: -1.2

Results for O=C(COC(=O)CNS(=O)(=O)c1ccc(Br)cc1Cl)NCCc1ccccc1 ?
OX1R antag-1: 17.6; OX1R antag-2: -17.0

Results for O=C(Nc1ccc2c(c1)OCCO2)C1CCCN(S(=O)(=O)c2cnc[nH]2)C1 (configuration not stated) ?
OX1R antag-1: 11.0; OX1R antag-2: -0.7

Results for CCOc1cccc(CN2CCC(Oc3ccc(C(=O)N4CCCC4)cc3)CC2)c1 ?
OX1R antag-1: 14.5; OX1R antag-2: -9.1

Results for O=c1[nH]cnc(O)c1C(c1cccc([N+](=O)[O-])c1)c1c(O)nc[nH]c1=O ?
OX1R antag-1: 14.1; OX1R antag-2: 0.6

What do the screens show for `CCc1nc(OCCN(C)C)c2oc3ccccc3c2n1`?
OX1R antag-1: 8.8; OX1R antag-2: -18.3

What do the screens show for `Cc1sc(NC(=O)C2CCCCC2C(=O)O)c(C(N)=O)c1C` (configuration not stated)?
OX1R antag-1: 12.2; OX1R antag-2: -24.3

What do the screens show for `CCOc1ccc2noc3c2c1C(=O)c1ccccc1-3`?
OX1R antag-1: 49.9; OX1R antag-2: 31.9

How did Clc1ccc(-c2csc3ncnc(Cl)c23)cc1 do in these assays?
OX1R antag-1: 25.4; OX1R antag-2: -39.1

How did Nc1ncn([C@H]2C[C@H](O)[C@@H](CO)O2)c(=O)n1 do in these assays?
OX1R antag-1: 10.8; OX1R antag-2: -10.1

What do the screens show for `CCCc1nnc2n1N=C(c1ccc([N+](=O)[O-])cc1)CS2`?
OX1R antag-1: 45.3*; OX1R antag-2: -21.5

What do the screens show for `O=C(c1cccc(F)c1)N1CCc2ccccc21`?
OX1R antag-1: 6.7; OX1R antag-2: -17.7

How did COC(=O)C1CCN(S(=O)(=O)c2c(C)n(C)c(=O)n(C)c2=O)CC1 do in these assays?
OX1R antag-1: 0.8; OX1R antag-2: -7.4

What do the screens show for `O=C(NC1CCCC1)C(c1ccncc1)N(Cc1ccco1)C(=O)c1ccc(-c2ccccc2)[nH]1` (configuration not stated)?
OX1R antag-1: 8.6; OX1R antag-2: -9.9

Results for Nc1nonc1C(=O)NCCNS(=O)(=O)c1ccc(F)cc1 ?
OX1R antag-1: 3.9; OX1R antag-2: -7.6

Results for CC(C)C1Nc2ccc(C(=O)O)cc2C2C=CCC21 (configuration not stated) ?
OX1R antag-1: 2.7; OX1R antag-2: 4.2

What do the screens show for `COC(=O)[C@@]1(Cc2ccccc2)C=C[C@@H](C)N1C(C)=O`?
OX1R antag-1: 29.7; OX1R antag-2: -9.2

Results for Cc1oc(-c2cc(F)cc(F)c2)nc1CN1CCN(C(=O)c2ccco2)CC1 ?
OX1R antag-1: 8.6; OX1R antag-2: -10.1

Results for Cc1nn(-c2ccccc2)c2ncc(C(=O)c3cc(Cl)ccc3O)cc12 ?
OX1R antag-1: 16.6; OX1R antag-2: -36.4

How did CCn1c(=O)c(C(=O)NCc2ccc(OC)c(OC)c2)c(O)c2ccccc21 do in these assays?
OX1R antag-1: 15.9; OX1R antag-2: -18.0

What do the screens show for `O=C1c2ccc(Oc3ccc4c(c3)C(=O)N(CCCCO)C4=O)cc2C(=O)N1CCCCO`?
OX1R antag-1: 73.1; OX1R antag-2: 0.3

Results for N/C(=N\OC(=O)CCC1CCCC1)c1ccccc1 ?
OX1R antag-1: 24.3; OX1R antag-2: -10.3

Results for c1ccc(C2OCC3(CO2)COC(c2ccccc2)OC3)cc1 (configuration not stated) ?
OX1R antag-1: 12.8; OX1R antag-2: -5.3

Results for Cc1cc(C(=O)NC2CC(C)(C)Cc3c2cnn3-c2ccccc2)n(C)n1 (configuration not stated) ?
OX1R antag-1: 21.8; OX1R antag-2: -29.1

Results for COc1ccc2[nH]c(C(=O)N3CCC(n4nccc4NC(=O)C4CC4)CC3)c(C)c2c1 ?
OX1R antag-1: 9.7; OX1R antag-2: -19.2

How did O=C(CN1C(=O)/C(=C/c2ccco2)SC1=S)Nc1ccc(O)c(C(=O)O)c1 do in these assays?
OX1R antag-1: 16.0; OX1R antag-2: -2.4

How did Cc1ccc(NC(=O)Nc2cc(-c3ccccc3)nn2C)cc1Cl do in these assays?
OX1R antag-1: 15.4; OX1R antag-2: -14.9

What do the screens show for `Cn1cccc1/C=N/NC(=O)c1ccccn1`?
OX1R antag-1: 6.1; OX1R antag-2: 3.3

How did FC(F)(F)c1cc(-c2cccs2)nc2cc(-c3ccccc3)nn12 do in these assays?
OX1R antag-1: 14.1; OX1R antag-2: -19.1

Results for Cc1ccc(N2CSC3=C(C#N)C(c4cccs4)CC(=O)N3C2)cc1 (configuration not stated) ?
OX1R antag-1: 8.2; OX1R antag-2: -26.6

What do the screens show for `Nc1ncnc(Oc2cccc3cccnc23)c1[N+](=O)[O-]`?
OX1R antag-1: 11.5; OX1R antag-2: -16.6

What do the screens show for `Cc1ccc(C(=O)NCCNC(=O)c2ccccc2)cc1`?
OX1R antag-1: 5.7; OX1R antag-2: -18.1

Results for O=C(CSc1nc2cc(Cl)ccc2s1)c1cc2ccccc2o1 ?
OX1R antag-1: 6.5; OX1R antag-2: -8.1

How did CCCN(CCC)C(=O)COc1cc(=O)n(CC)c2ccccc12 do in these assays?
OX1R antag-1: 21.3; OX1R antag-2: -31.7

How did C=CCOc1nc2c(c(=O)n(Cc3ccc(Cl)c(Cl)c3)c(=O)n2C)n1C do in these assays?
OX1R antag-1: 16.5; OX1R antag-2: -19.0

Results for CCC/C=C(\CCC)C(NC(=O)Cc1ccccc1)c1ccc(C(=O)OC)cc1 (configuration not stated) ?
OX1R antag-1: 30.7; OX1R antag-2: -20.5

How did Cc1c(-c2ccccc2)nc2ccccc2c1C(=O)O do in these assays?
OX1R antag-1: 6.2; OX1R antag-2: -5.4

How did Cc1ccc(-n2c(C)cc(=O)cc2C)cc1[N+](=O)[O-] do in these assays?
OX1R antag-1: 25.1; OX1R antag-2: -14.8

Results for CCOC(=O)CN1C(=O)S/C(=C/C=C/c2ccc(N(C)C)cc2)C1=O ?
OX1R antag-1: 18.0; OX1R antag-2: 54.6*

Results for CC(C)Sc1nc2sccc2c(=O)n1-c1ccccc1 ?
OX1R antag-1: 9.4; OX1R antag-2: -20.7

Results for CSc1ncccc1C(=O)NNC(=O)c1ccc(NS(=O)(=O)c2cccs2)cc1 ?
OX1R antag-1: 3.1; OX1R antag-2: 11.8

Compound activity (PubChem)
